LYP phosphatase: inhibitors of LYP phosphatase, biochemical, fluorescence intensity, uHTS (AID 1779). Tyrosine-protein phosphatase non-receptor type 22 (Homo sapiens). 290,000 compounds, 0.054% hits. inhibition, % at 11.5 µM, or IC50 in µM where a hit was titrated. recombinant LYP phosphatase, fluorescence intensity; higher % means a stronger effect;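 also: plate controls were vehicle with enzyme for no effect and no enzyme for full effect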
XIAP displacement: XIAP antagonists, biochemical, IAP family, fluorescence polarization (AID 1018). E3 ubiquitin-protein ligase XIAP (Homo sapiens). XIAP BIR domain, fluorescence polarization peptide displacement; higher % means a stronger effect. one-dose displacement, % at 20 µM; IC50 in µM for titrated hits. 200,000 compounds, 0.007% hits; in the data active = displacement above about 50%; also: a part of the inactive calls stands beside numbers as strong as those of hits
AID2073: inhibitors of Mint1-CaV2.2 protein interaction, biochemical, HTRF (AID 2073); HTRF protein-protein interaction, Mint1-CaV2.2; higher % means a stronger effect; one-dose inhibition, % at 20 µM; IC50 in µM for titrated hits; 290,000 compounds, 0.19% hits; in the data active = inhibition mostly above about 51%, no sharp cut-off; inconclusive = no clear call, values can overlap the other calls; inactive = mostly below about 53%; also: some results filed as inactive read as strong as hits
P. falciparum M17LAP: P. falciparum M17LAP inhibitors, primary screen, biochemical, fluorogenic H-Leu-NHMec substrate, 1536-well (AID 1619); Leucine aminopeptidase (Plasmodium falciparum (isolate 3D7)); recombinant M17LAP, H-Leu-NHMec fluorogenic kinetic assay; higher % means a stronger effect; inhibition, % at 30 µM, or IC50 in µM where a hit was titrated; 220,000 compounds, 0.38% hits;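 active = compound inhibiting the enzyme by more than half at any dose during confirmatory dose-response retesting; inconclusive = strong single-dose inhibitors picked by rank but not retested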;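 also: plate controls were full reaction with DMSO carrier for no effect and no enzyme background for full effect; strong numbers were not always called active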
NOD2 inhibition: NOD2 signaling inhibitors, cell-based, luminescence, uHTS, HEK293 (AID 1566). inhibition, % at 4 µM; hits with a dose series show EC50 in µM. 290,000 compounds, 0.63% hits. HEK293 NOD2/NF-kB luciferase reporter, luminescence; higher % means a stronger effect; also: many of its hits are not listed in these tables
CSM14.1 death rescue: rescue of cells from ER stress-induced death, primary screen, 384-well, CSM14.1, thapsigargin, ATP luminescence (AID 1222); CSM14.1 thapsigargin-induced death rescue, ATP luminescence; higher % means a stronger effect; cellular ATP content (survival), % at 20 µM; hits with a dose series show EC50 in µM; 190,000 tested, under 10 active;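 active = EC50 below 50 µM in the dose-response confirmation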;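 also: death triggered by thapsigargin at about 15 µM added after 2 h compound pretreatment; cell ATP read after overnight thapsigargin exposure of roughly 18 to 22 hours; normalized against plate controls of thapsigargin alone and 5% DMSO vehicle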
Lipid droplet: inhibitors of hepatocyte lipid droplet formation, primary screen, imaging, high-throughput imaging, BODIPY stain; AML12 mouse hepatocytes, oleate lipid droplets; inhibition, % at 6.5 µM; 240,000 compounds, 0.4% hits; AID 1656, 2009;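 active = lipid droplet intensity inhibited by at least 50%, with more than 500 cells counted; inconclusive = wells with under 300 cells, treated as cytotoxic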
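Material: mouse AML12 hepatocyte cell line, fixed after treatment; Timing: compound with oleate, overnight; Technique: high-content imaging of BODIPY-stained droplets and DAPI nuclei; Probe or stimulus: oleate, 100 µM final; Dosing: compound at 6.5 µM only.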
P. falciparum M1AAP: P. falciparum M1AAP inhibitors, biochemical, fluorogenic H-Leu-NHMec substrate, 1536-well (AID 1445) | Aminopeptidase N (Plasmodium falciparum (isolate 3D7)) | 220,000 compounds, 0.42% hits | inhibition, % at 30 µM, or IC50 in µM where a hit was titrated | recombinant M1AAP, H-Leu-NHMec fluorogenic kinetic assay; higher % means a stronger effect;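 active = primary inhibition above the hit cutoff, then over 50% inhibition at one or more dose response concentrations, cut at about 23% in these data, passing the limit was not always enough; inconclusive = conflicting primary data, or primary hits not chosen for dose response; inactive = low primary inhibition, or under 50% at every dose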;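 also: plate controls were DMSO full reaction for no effect and no enzyme background for full effect; strong numbers were not always called active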
Siah-1 displacement: Siah-1 peptide-binding antagonists, primary screen, biochemical, fluorescence polarization, rhodamine-plectin, uHTS (AID 1817) | E3 ubiquitin-protein ligase SIAH1 (Homo sapiens) | Siah-1 / rhodamine-plectin peptide fluorescence polarization; higher % means a stronger effect | one-dose displacement, % at 20 µM; IC50 in µM for titrated hits | 290,000 compounds, 0.02% hits;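 active = displacement of at least 50% at 20 µM, with a fluorescence ratio check between 0.3 and a set limit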;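 also: plate controls were Siah plus tracer with DMSO for no effect and tracer alone without Siah for full effect; strong numbers were not always called active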
Lipid droplet cells 6.5 µM: recorded beside Lipid droplet, whose call it bears; cell count; measured here: cell count, cytotoxicity flag;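 cells counted across two imaged fields per well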
Numbers without * were called inactive; ? = inconclusive; . = no result given. Rule as the data show it, unless noted: active = inhibition above about 50%; inactive = the rest.

SMILES	LYP phosphatase	XIAP displacement	AID2073	P. falciparum M17LAP	NOD2 inhibition	CSM14.1 death rescue	Lipid droplet	Lipid droplet cells 6.5 µM	P. falciparum M1AAP	Siah-1 displacement
CCC(CC)C(=O)c1c[nH]c(C(=O)NCc2ccc(F)cc2)c1	-6%	.	4%	.	6%	.	7	418	.	5%
COc1ccc(-n2nc(C(=O)NCC(=O)NC3CCCCCC3)c3ccccc3c2=O)c(OC)c1	-6%	.	8%	.	0%	.	5	831	.	2%
O=c1c2cnn(-c3ccccc3)c2nc(-c2cccs2)n1-c1ccc(Cl)cc1	4%	-7.0%	30%	-1%	23%	1.9%	.	.	4%	3%
CC(C)(C)c1ccc(-c2n[nH]c(=S)n2CC2CCCO2)cc1 (stereo unspecified)	-3%	-6.2%	6%	-13%	0%	-0.6%	20	677	-1%	-3%
O=C(CN1CCOCC1)Nc1nc2ccc(Cl)cc2s1	1%	.	8%	.	-3%	.	15	790	.	-1%
COC(=O)c1ccc(Cn2cc(/C=C\[N+](=O)[O-])c3ccccc32)o1	-3%	.	11%	.	16%	.	-26	805	.	-3%
Cc1ccc(Oc2c(C(N)=O)cc([N+](=O)[O-])cc2[N+](=O)[O-])cc1	-3%	-8.9%	-15%	18%	.	-3.9%	-7	606	6%	-4%
Cc1ccc(CNC(=O)c2ccc(N3CCC4(CC3)CC(c3ccccc3)=NO4)c(NC(=O)c3ccco3)c2)cc1	-12%	.	27%	.	-132%	.	13	802	.	1%
CCOc1ccc(C2=[N+]([O-])C(C)(C)N(O)C2(C)C)cc1	0%	-2.0%	0%	-11%	10%	1.4%	.	.	-8%	0%
O=C(CCS(=O)(=O)c1ccccc1)Nc1ccccn1	-12%	.	4%	.	5%	.	1	817	.	9%
Cc1cc(C)c(-c2noc(C(=O)OC(C)(C)C)c2C(=O)OC(C)(C)C)c(C)c1	-6%	-0.3%	2%	-35%	19%	-1.5%	.	.	-3%	0%
CCOc1ccc(CNC(=S)Nc2ccccc2)cc1Cl	-1%	.	-6%	.	8%	.	1	875	.	-3%
O=C(NNc1cccc(Cl)n1)c1ccccc1CC[N+](=O)[O-]	-6%	-12%	-6%	13%	-7%	2.7%	-6	685	5%	3%
CCC(C)NS(=O)(=O)c1ccc(OCC(=O)Nc2ccc3c(c2)OCO3)cc1 (stereo unspecified)	-6%	-5.8%	-6%	-6%	-6%	-1.0%	6	788	3%	-2%
CC(C)(C)c1ccc(C(=O)NNc2cc(N3CCOCC3)nc(N3CCOCC3)n2)cc1	-2%	-7.4%	9%	15%	14%	-2.6%	3	631	3%	-9%
CC(CNS(=O)(=O)c1ccc(Cl)cc1)n1cncn1 (stereo unspecified)	-9%	.	4%	.	10%	.	2	738	.	14%
CC1CCCC(NC(=O)c2ccc3c(SCC(=O)O)c4c(nc3c2)CCC4)C1C (stereo unspecified)	-2%	.	10%	-2%	24%	.	.	.	2%	0%
CCc1ccc(NC(=O)C2CCN(S(=O)(=O)c3c(C)noc3C)CC2)cc1	-14%	.	3%	.	8%	.	7	756	.	12%
Cc1ccc(CN(C(=O)c2ccco2)C2CCS(=O)(=O)C2)cc1 (stereo unspecified)	-7%	.	6%	.	0%	.	23	846	.	-1%
Cc1ccc(-n2c(Cc3cccn3C)nnc2SCC(=O)N2CCN(c3ccccc3)CC2)cc1	-2%	-9.1%	-14%	4%	10%	-0.9%	.	.	6%	3%
O=S(=O)(c1ccccc1)N(CC(O)CN1CCCC1)c1ccccc1 (stereo unspecified)	-11%	.	-2%	.	-1%	.	3	814	.	-3%
COCCCN1C(=O)c2ccc(C(=O)Nc3ccc(OC)cc3OC)cc2C1=O	-8%	-2.0%	-3%	2%	2%	-0.1%	.	.	2%	3%
CCCCOc1ccc(-c2nnn(C(C)C(=O)OCC)n2)cc1 (stereo unspecified)	-10%	-2.0%	17%	4%	11%	-2.0%	3	716	-5%	2%
COc1ccccc1OCCCOc1cccc(/C=C2\SC(=O)NC2=O)c1	-7%	.	2%	.	9.2µM*	.	-1	769	.	-1%
Nc1ccc(C(=O)OC2CCOC2=O)cc1[N+](=O)[O-] (stereo unspecified)	-4%	-1.3%	2%	9%	10%	-2.7%	-5	730	-1%	6%
Cc1nc(-c2ccccc2OC(F)(F)F)[nH]c(=O)c1Cl	-6%	.	1%	-1%	-4%	.	16	748	4%	3%
O=C(O)CCC(=O)N1N=C(c2ccc(Br)cc2)CC1c1ccc(Br)cc1 (stereo unspecified)	-2%	.	4%	.	10%	.	-1	862	.	-4%
C=CCOc1cccc(C2C(C(=O)c3ccc(C)o3)=C(O)C(=O)N2c2nccs2)c1 (stereo unspecified)	4%	-3.9%	-3%	2%	-21%	-1.9%	.	.	5%	2%
O=C(COc1ccc(S(=O)(=O)N2CCOCC2)cc1)NCc1ccccc1	1%	.	0%	.	-6%	.	0	646	.	3%
COC(=O)c1ccc(/C=N/NC(=O)CC(=O)NC2CCCCC2)cc1	-4%	-4.7%	?	-4%	-10%	-1.5%	11	736	0%	2%
NC(=O)C1CCN(C(=O)COc2ccc3ccccc3c2Br)CC1	-9%	.	7%	.	1%	.	-18	531	.	0%
Cc1ccc(NC(=O)COC(=O)c2ccco2)cc1	-7%	-7.2%	-5%	33%	8%	0.1%	8	734	-1%	-2%
COc1ccc(N2CCN(C(CNC(=O)C(=O)NCCCO)c3ccco3)CC2)cc1 (stereo unspecified)	-7%	.	3%	.	3%	.	-17	753	.	4%
CC1=NN(C(=O)c2ccc(Cl)cc2)C(O)(c2ccccc2)C1 (stereo unspecified)	-4%	.	-2%	.	-7%	.	-13	796	.	-2%
CCOc1ccc(CNC(=O)CCc2cn(C)c3ccccc23)cc1	-4%	.	0%	.	8%	.	-32	740	.	2%
Cc1cccc(C(=O)NC(CC(=O)O)c2ccc(OC3CCCC3)cc2)c1[N+](=O)[O-] (stereo unspecified)	-5%	-16%	14%	0%	-4%	-0.2%	5	725	3%	-4%

Two records picked at random from those above, as already listed:
SMILES	LYP phosphatase	XIAP displacement	AID2073	P. falciparum M17LAP	NOD2 inhibition	CSM14.1 death rescue	Lipid droplet	Lipid droplet cells 6.5 µM	P. falciparum M1AAP	Siah-1 displacement
NC(=O)C1CCN(C(=O)COc2ccc3ccccc3c2Br)CC1	-9%	.	7%	.	1%	.	-18	531	.	0%
COC(=O)c1ccc(/C=N/NC(=O)CC(=O)NC2CCCCC2)cc1	-4%	-4.7%	?	-4%	-10%	-1.5%	11	736	0%	2%

Next section:
SMILES	LYP phosphatase	XIAP displacement	AID2073	P. falciparum M17LAP	NOD2 inhibition	CSM14.1 death rescue	Lipid droplet	Lipid droplet cells 6.5 µM	P. falciparum M1AAP	Siah-1 displacement
Cc1cc(-n2c(C)cc(C(=S)N3CCOCC3)c2C)ccc1Br	-3%	-8.1%	-12%	17%	-11%	-2.4%	-2	689	4%	5%
Cc1ccc2nc(SCC(=O)NCc3ccc(F)cc3)[nH]c2c1	-6%	.	6%	.	28%	.	-6	814	.	-1%
CCCN(CCC)CCCNC(=O)c1cn(C)c2ccc(S(=O)(=O)N(C)C3CCCCC3)cc2c1=O	-8%	.	10%	.	16%	.	-18	747	.	3%
Cc1ccc(-n2c(C)cc(C)c(C#N)c2=O)cc1Cl	-6%	-6.3%	11%	8%	2%	-2.3%	-18	751	0%	5%
O=C1CCC(=O)N1CC(=O)N1CCCc2ccccc21	-4%	.	5%	.	0%	.	.	.	.	3%
Cc1nc(NNC(=O)c2ccccc2)cc(-c2ccccc2)n1	5%	-5.5%	25%	2%	5%	-2.8%	8	757	0%	5%
Cn1nnnc1SCC(=O)Nc1ccccc1N1CCCCC1	-7%	-0.9%	1%	-6%	1%	-2.1%	3	723	3%	1%
CC(C)(C)NCc1cc(Br)ccc1OC1CCCC1	0%	-2.9%	12%	-1%	-2%	-1.7%	-31	618	12%	0%
CCOc1cc(NC(=S)NC)c(OCC)cc1NC(=O)c1cccs1	-4%	.	-9%	-7%	4%	.	19	655	3%	6%
Cc1c(NC=C(C#N)C#N)c(=O)n(-c2ccccc2)n1C	-6%	-9.5%	-12%	14%	-3%	-0.9%	-4	699	14%	-1%
CC1(C)CC(=O)c2cc(C(=O)N3CCN(CCO)CC3)c(=O)n(-c3ccc(Cl)cc3)c2C1	-3%	0.9%	4%	11%	-2%	2.2%	-3	727	0%	0%
CCN(CC)C(=O)CC(c1cc(OC)c(OC)c(OC)c1)c1c(OC)cc(OC)c2c(-c3ccccc3)cc(=O)oc12 (stereo unspecified)	10%	.	32%	6%	14%	.	-18	699	2%	8%
CC(=O)c1sc2nc(SCC(=O)N3CCCCC3)[nH]c(=O)c2c1C	-4%	-2.4%	20%	22%	-15%	-2.5%	9	725	15%	-6%
S=c1nc(NCc2ccc3c(c2)OCO3)c2ccccc2[nH]1	-5%	.	-20%	.	7%	.	-7	825	.	-1%
CCCc1cc(=O)oc2cc(OC(C)C(=O)NCC3CCC(C(=O)O)CC3)c(Cl)cc12 (stereo unspecified)	-6%	.	1%	.	16%	.	3	783	.	-4%
O=C(O)Cc1ccc(N=Nc2c(O)c(C(=O)O)cc3ccccc23)cc1	-2%	.	10%	13%	-48%	.	21	735	14%	-6%
O=C(CN1CCC(N2CCCCC2)CC1)N1CCOCC1	0%	-2.3%	17%	-2%	10%	-1.2%	7	673	1%	12%
CCN(CC)S(=O)(=O)c1cccc(-c2nnc(SCC(N)=O)n2CCc2ccccc2)c1	-3%	-1.7%	-9%	3%	10%	-0.5%	0	704	7%	5%
CN(C)CCCCOc1ccc(Br)cc1Cl	-2%	-2.6%	-7%	1%	-3%	-2.3%	-22	676	5%	-1%
Cc1ccc(N(C(=O)c2csnn2)C(C(=O)NC2CCCC2)c2cccnc2)cc1 (stereo unspecified)	-3%	.	4%	.	-14%	.	22	804	.	3%
CCO/N=C(/c1nonc1N)N1CCN(c2ccc([N+](=O)[O-])cc2)CC1	-2%	-5.6%	-4%	5%	-18%	-1.8%	.	.	7%	0%
CCCc1cc(Nc2ccc(C)cc2)n2ncnc2n1	1%	.	18%	.	20%	.	23	872	.	5%
O=C(NN1C(=O)c2ccccc2NC1c1ccccn1)c1ccc([N+](=O)[O-])cc1 (stereo unspecified)	-2%	1.8%	2%	3%	11%	-2.2%	-6	623	3%	-2%
CCOc1ccc2nc(NC(=O)C3CCN(C(=O)c4ccco4)CC3)sc2c1	-10%	.	-10%	.	-43%	.	2	640	.	11%

Screens: PubChem BioAssay, several laboratories

Some of the compounds tested, so the mix of outcomes need not match the whole.
